eIF2B yeast act: GCN4-lacZ reporter reduction in eIF2B-epsilon mutant yeast, primary screen, S. cerevisiae, eIF2B-epsilon R284H, Beta-Glo luminescence. actives 0.91% (n = 27,000). inhibition, % at 25 µM (by protocol). AID 688, 2007;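 active = mutant luminescence inhibited past about 50% while wild type luminescence and mutant growth stay under set limits, limit read from the data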; also: some compounds called inactive have numbers as strong as hits
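Times: 16 h growth with compound at 30 °C, 90 min Beta-Glo step; Assay system: yeast eIF2B-epsilon R284H mutant carrying GCN4–beta-galactosidase fusion; Measure: % inhibition of reporter signal and growth versus controls; Dosing: one concentration, 25 µM, 0.25% DMSO; Buffer or medium: YPD yeast growth medium; Measured by: Beta-Glo luminescence plus absorbance at 595 nm.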
Yeast growth tox: yeast growth toxicity, wild-type and mutant, primary screen, cytotoxicity control for eIF2B function restoration project, wild-type and eIF2Bepsilon R284H mutant, A595. actives 0.3% (n = 30,000). growth inhibition, % at 25 µM (by protocol). S. cerevisiae wild-type growth, A595 turbidity, 16 h;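 active = mutant and wild-type yeast strains alike exhibit over 30% growth inhibition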;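 also: 0% = untreated cell controls and 100% = YPD media blanks without cells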
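Schedule: 16 h growth with compound, 30 °C. System: yeast, wild-type or eIF2Bepsilon-R284H mutant. Doses: one dose, 25 µM compound[…]. Buffer or medium: YPD. Signal: turbidity measured as absorbance at 595 nm. Read-out basis: growth inhibition (%) versus cell controls and blanks.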
Yeast growth tox inhibition %: second read-out of Yeast growth tox, no call of its own (marks repeat the call); growth inhibition, %; S. cerevisiae eIF2Bepsilon-R284H mutant growth, A595 turbidity, 16 h;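 each compound tested once at 25 µM; 0% equals untreated cells and 100% equals cell-free medium blanks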
eIF2B yeast act mutant toxicity: recorded beside eIF2B yeast act, whose call it bears; growth inhibition, %; measured here: mutant yeast growth, toxicity;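 each compound tested once at 25 µM; zero equals untreated control growth and 100 equals blank medium absorbance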
Active calls of the source: *; nt = no result given. These rows are one share of the data (hit frequency here may not be typical).

#	Molecule	eIF2B yeast act	eIF2B yeast act mutant toxicity	Yeast growth tox	Yeast growth tox inhibition %
1	CNC(=O)C1CC(=O)N(Cc2ccc(OC)c(OC)c2)C(=Nc2ccc(OC)cc2)S1 (stereo not drawn)	13	-9	-2	-9
2	COc1ccc(CCNC(=O)CSc2nc(O)c(CC(C)C)c(=O)[nH]2)cc1OC	19	18	16	18
3	CCN(CC)C(=O)N1CCn2c(nc3ccccc32)C1	11	-30	-30	-30
4	CCc1cccc2c(C(=O)CSc3nnc(-c4ccoc4C)n3C)c[nH]c12	-53	5	11	5
5	CC(C)NS(=O)(=O)c1ccc(OCC(=O)NCc2ccccc2)cc1	27	1	-2	1
6	CCc1c(C)c(C#N)c2nc3ccccc3n2c1-n1nc(C)cc1C	13	-12	-13	-12
7	O=C(Oc1ccc2c(c1)OCO2)c1ccc(F)cc1Cl	-3	-1	0	-1
8	Cc1cccc2nc(CSc3nc4[nH]ncc4c(=O)n3-c3cccc(Cl)c3)cc(=O)n12	-16	7	13	7
9	COc1ccc2o/c(=N\O)c(C(=O)Nc3ccccc3OC)cc2c1	15	6	-36	6
10	Cn1c(SCC(=O)C(C)(C)C)nnc1-c1ccccn1	20	13	12	13
11	Cc1nn(-c2cccc3cccnc23)c(=O)c2ccccc12	26	-3	30	-3
12	Cn1c(SCc2nc3ccccc3s2)nnc1-c1ccc2c(c1)OCO2	23	-7	-3	-7
13	Cc1ccc2nc(-c3ccc(Br)o3)oc(=O)c2c1	nt	nt	12	14
14	O=C(c1ccc(F)cc1)N1CCCCC(Sc2nnnn2-c2ccccc2)C1=O (stereo not drawn)	12	-5	-10	-5
15	O=C(C1=C(O)C(=O)N(c2ncccn2)C1c1ccc(Cl)cc1)c1ccco1 (stereo not drawn)	5	-8	3	-8
16	O=C(OCC#CCSc1nnc(-c2ccc([N+](=O)[O-])cc2)o1)c1cccs1	12	5	2	5
17	COCCN1Cc2cccc(C(=O)N3CCN(c4ccccc4)CC3)c2C1=O	-25	8	4	8
18	Cc1ccc(CN(c2ccc(C(=O)Nc3ccc4c(c3)OCO4)cc2)S(C)(=O)=O)cc1	8	-14	-25	-14
19	COC(=O)[C@@H](NC(=O)Nc1ccc(C(C)=O)cc1)C(C)C	-4	14	5	14
20	Cc1ccccc1Cn1c(=O)n(Cc2ccco2)c(=O)c2ccccc21	-12	nt	nt	nt
21	CCCC(=O)N=C1SC2CS(=O)(=O)CC2N1c1ccc(C(C)=O)cc1 (stereo not drawn)	24	15	14	15
22	Cc1cc(Cl)c(S(=O)(=O)N2CCCCCC2)cc1OCC(=O)NC1CCCCC1	5	16	11	16
23	O=C(Oc1cccnc1)c1ccc(Cl)c(Cl)c1	12	nt	7	0
24	O=c1c2c3c(sc2ncn1-n1cccc1)CCCCC3	nt	nt	1	-13
25	CC(C)C(NC(=S)NCc1ccccc1)C(=O)O (stereo not drawn)	nt	nt	16	12
26	O=C(Nc1nc2ccc(S(=O)(=O)N3CCCC3)cc2s1)c1cccs1	nt	nt	-35	-11
27	Cn1c(=O)cc(SCC(=O)N2CCCC2)c2ccccc21	1	-2	-10	-2
28	CCn1c(SCC(=O)Nc2oc(-c3ccccc3)c(-c3ccccc3)c2C#N)nnc1-c1ccncc1	12	8	7	8
29	CCn1nccc1C(=O)Nc1nc2ccccc2n1CCN1CCCCC1	16	-9	4	-9
30	COc1cccc(C2=NOC(C(=O)Nc3ccccc3SC)C2)c1 (stereo not drawn)	nt	nt	-35	-18
31	CCOC(=O)C1C(=O)Nc2nc3ccccc3n2C1C(C)C (stereo not drawn)	2	nt	nt	nt
32	COc1ccc(C2C3=C(CCCC3=O)Nc3c(-c4ccccc4)c(C)nn32)cc1 (stereo not drawn)	-4	-5	7	-5
33	Nc1nc(-c2ccccc2)cc(C(F)(F)F)n1	20	17	17	17
34	Cc1ccc2[nH]c(=O)c(CN(CCCN(C)C)C(=O)Nc3ccc(Cl)cc3)cc2c1	nt	nt	16	13
35	Cc1cc(-c2nnco2)c(C)n1-c1ccc(F)cc1	nt	nt	-13	7
36	O=C(CCn1nc(-c2ccccc2)ccc1=O)N1CCN(c2ccccn2)CC1	17	6	0	6
37	CN(C)c1ccc(-c2nnn(CC(=O)N3c4ccccc4CCc4ccccc43)n2)cc1	-34	-4	19	-4
38	Cc1ccc(C)c(OCC(=O)Nc2ccc3c(c2)OCO3)c1	18	-4	25	-4
39	COCc1cc(=O)n2[nH]c(-c3ccc(C)cc3)cc2n1	13	19	25	19
40	CC1(C)NC(=O)N(CC(O)COc2cc3ccccc3cc2C(=O)N2CCCCC2)C1=O (stereo not drawn)	24	-14	15	-14
41	COc1ccc(Cc2nnc(NC(=O)c3ccco3)s2)cc1	7	-9	5	-9
42	CCCC1S/C(=N/N=C/c2ccc(C)cc2)N(Cc2ccc(OC)cc2)C1=O (stereo not drawn)	-12	2	-18	2
43	O=C(Nc1ccc2c(c1)C(=O)N(CC1CCCO1)C2=O)c1ccc(Cl)c(Cl)c1 (stereo not drawn)	32	11	-10	11
44	CCC(C)NC(=O)CSC1=Nc2ccccc2C2=NC(c3ccccc3)C(=O)N12 (stereo not drawn)	nt	nt	20	20
45	CCc1cc(=O)oc2c(C)c(O)c(CN(C)C)cc12	13	17	17	17
46	N#Cc1nc(-c2ccco2)oc1NCCCN1CCOCC1	14	23	0	23
47	CCCOc1ccc(C(O)C(CN2CCOCC2)c2ccccc2)cc1 (stereo not drawn)	nt	nt	0	11
48	COc1ccc(C2(NC(C)=O)CCN(C(=O)c3ccco3)CC2)cc1	19	-12	19	-12
49	CC(=O)Nc1ccc(NS(=O)(=O)Cc2ccccc2)cc1	6	-3	9	-3
50	CCN(CC)S(=O)(=O)c1cccc(-c2nnc(SCCCC(=O)c3ccccc3)o2)c1	32	-33	-12	-33
51	CCOC(=O)C1C(=O)OC(C)(C)C1C(C)C(=O)c1ccc(OC)cc1 (stereo not drawn)	11	-5	12	-5
52	O=C1/C(=C/c2ccccc2)CSc2sccc21	16	7	17	7
53	O=C(Nc1ncnc2c1ncn2C1OC(COC(=O)c2ccccc2)C(F)C1O)c1ccccc1 (stereo not drawn)	26	11	6	11
54	CCOCCCn1c(SCC(=O)NC(C)C)nc2ccccc2c1=O	9	-6	8	-6
55	CCCCCCOC(=O)Cc1c(C)nc(-c2ccccc2)[nH]c1=O	0	-17	7	-17
56	Cc1oc2c(c1C(=O)Nc1cccc3ccccc13)CCCC2	9	5	15	5
57	CC(C)c1nnc(NC(=O)C2CCCN2S(=O)(=O)c2ccc(Cl)cc2)s1 (stereo not drawn)	6	20	8	20
58	CC1CCCC(C)N1C(=O)CSc1nnc(C2CCCCC2)o1 (stereo not drawn)	23	24	4	24
59	Cc1ccc2nc(SCC(=O)c3ccc(Cl)s3)[nH]c2c1	nt	nt	15	10
60	CCSc1nc(=S)n(CC)c(C)c1C(C)=O	3	nt	5	0

Of the compounds above, these have a cyano group.
#	Molecule	eIF2B yeast act	eIF2B yeast act mutant toxicity	Yeast growth tox	Yeast growth tox inhibition %
6	CCc1c(C)c(C#N)c2nc3ccccc3n2c1-n1nc(C)cc1C	13	-12	-13	-12
28	CCn1c(SCC(=O)Nc2oc(-c3ccccc3)c(-c3ccccc3)c2C#N)nnc1-c1ccncc1	12	8	7	8
46	N#Cc1nc(-c2ccco2)oc1NCCCN1CCOCC1	14	23	0	23

Next section
#	Molecule	eIF2B yeast act	eIF2B yeast act mutant toxicity	Yeast growth tox	Yeast growth tox inhibition %
61	COC(=O)c1c(C(=O)OC)c(-c2ccccc2)n2c1CS(=O)(=O)C2	14	-7	14	-7
62	COc1ccc(C(=O)N(C(C)C)C(C)C)c(OC)c1	11	12	2	12
63	COc1cccc(N2CCN(C3CC(=O)N(c4ccc(Cl)cc4)C3=O)CC2)c1 (stereo not drawn)	24	14	22	14
64	O=C(CN1C(=O)NC2(CCCCCC2)C1=O)c1ccc2c(c1)OCCO2	-28	4	0	4
65	CCn1cnc2cc(NS(=O)(=O)c3ccc(C)cc3)ccc21	nt	nt	-10	5
66	CC(=O)Nc1cc(C(F)(F)F)ccc1OCC1CCCO1 (stereo not drawn)	-9	11	21	11
67	CCOC(=O)N1CCC(N2Cc3cccc(C(=O)N4CC(C)CC(C)C4)c3C2=O)CC1 (stereo not drawn)	13	-20	-2	-20
68	COC(=O)C1CCN(CC(N)=O)CC1	13	18	21	18
69	C/C(Cn1cnc([N+](=O)[O-])n1)=N\NC(=O)c1ccccc1F	36	nt	9	0
70	O=C(c1noc2c1CCCC2)N1CCN(c2ccc(F)cc2)CC1	20	nt	4	0
71	COc1cc(S(=O)(=O)Nc2ccccn2)ccc1F	nt	nt	11	-2
72	COc1cccc(CNC(=O)C2CCN(S(=O)(=O)N3CC(C)CC(C)C3)CC2)c1 (stereo not drawn)	-2	13	10	13
73	C=CCn1c(Cc2cccs2)nnc1SCC(=O)c1ccc2ccccc2c1	3	-19	8	-19
74	O=S(=O)(c1ccc2c(c1)OCO2)N1CCN(c2nnnn2-c2ccccc2)CC1	6	-7	3	-7
75	Cc1csc(NC(=O)CCn2c(=O)oc3ccccc32)n1	-8	7	14	7
76	CCOP(=O)(OCC)c1nc(/C=C/c2ccccc2)oc1NCc1ccc(OC)cc1	nt	nt	12	0
77	COc1c(C)cc(S(=O)(=O)NC2CC(C)(C)NC(C)(C)C2)c(C)c1C	44	9	1	9
78	O=C1C2C3C=CC(C3=C(c3ccccc3)c3ccccc3)C2C(=O)N1Cc1ccccc1 (stereo not drawn)	27	30	15	30
79	CC1(C)Cc2c(C#N)c(SCCC#N)nc(N3CCOCC3)c2CS1	28	-5	-5	-5
80	Cc1cc(NC(=O)CSc2nc3ccsc3c(=O)n2CCCCC(=O)O)no1	29	-5	7	-5
81	COc1cc(C(=O)Nc2ccc3c(c2)C(=O)N(CCC(=O)O)C3=O)cc(OC)c1OC	26	nt	6	0
82	COc1cc(C(=O)NCCN2CCCC2)cc(OC)c1OC	-15	nt	nt	nt
83	O=C(NC(NCCCN1CCOCC1)(C(F)(F)F)C(F)(F)F)C1CCCCC1	7	7	8	7
84	O=S(=O)(c1ccc2oc3ccccc3c2c1)N1CCOCC1	nt	nt	7	15
85	Cc1cc(=O)oc(C)c1C(=O)N1CCCc2ccccc21	19	-5	1	-5
86	O=C(CCC(=O)N1CCN(c2ccccn2)CC1)Nc1nnc(C2CCCCC2)s1	16	nt	-13	0
87	COc1ccccc1OCc1ccc(C(=O)NCc2cccnc2)o1	2	-14	-2	-14
88	COc1ccc(Nc2nnc(C)c3ccccc23)cc1C(N)=O	18	20	31	20
89	NC(=O)C1(S(=O)(=O)c2ccccc2)CCCCC1	23	-5	14	-5
90	Cn1c(SCC(=O)c2ccccc2)nnc1-c1ccc(O)cc1	nt	nt	12	11
91	CNC(=O)CC(=O)Nc1ccccc1C(=O)O	-10	-14	-15	-14
92	Cc1ccc(S(=O)(=O)c2cc3c(=O)n4ccccc4nc3n(Cc3ccco3)c2=N)cc1	6	nt	-21	0
93	CC1(C)CC(O)(CNCc2ccc3c(c2)OCO3)CCO1 (stereo not drawn)	-22	nt	-8	0
94	O=C(CNS(=O)(=O)c1ccccc1)NCc1ccccn1	-29	-10	-13	-10
95	Cc1ccc(C(=O)Nc2cccnc2)cc1NC(=O)c1ccco1	21	22	12	22
96	O=C(CCc1nc2ccccc2c(=O)[nH]1)NCc1cccc(Cl)c1	nt	nt	4	20
97	COc1ccc(NC(=S)NNC(=O)OC(C)(C)C)cc1OC	17	20	13	20
98	O=C(Nc1cccnc1)c1ccccc1F	1	7	38	7
99	Cc1cc(=O)oc(C)c1C(=O)NCCN1CCOCC1	28	-5	1	-5
100	Cc1cc(=O)oc2cc(OCC3CC(c4ccccc4)=NO3)ccc12 (stereo not drawn)	11	24	5	24
101	COc1ccccc1-n1cnc2cc(C(=O)NC3CCCC3)ccc21	10	-5	7	-5
102	CCCCCOC(=O)NCCOC(=O)Nc1ccc(C(=O)OCC)cc1	17	-10	1	-10
103	CCOCc1nnc(NC(=O)c2ccco2)s1	20	-4	10	-4
104	CC1=C(C(=O)OC(C)C)C(C)NC(=O)N1 (stereo not drawn)	21	nt	nt	nt
105	CC(C)(C)c1ccc(-c2nnc(SCC(=O)O)n2N)cc1	31	-3	3	-3

Quoted at random: four compounds from above.
#	Molecule	eIF2B yeast act	eIF2B yeast act mutant toxicity	Yeast growth tox	Yeast growth tox inhibition %
101	COc1ccccc1-n1cnc2cc(C(=O)NC3CCCC3)ccc21	10	-5	7	-5
105	CC(C)(C)c1ccc(-c2nnc(SCC(=O)O)n2N)cc1	31	-3	3	-3
102	CCCCCOC(=O)NCCOC(=O)Nc1ccc(C(=O)OCC)cc1	17	-10	1	-10
104	CC1=C(C(=O)OC(C)C)C(C)NC(=O)N1 (stereo not drawn)	21	nt	nt	nt

High-throughput results: PubChem, PCMD
